Cneo AK release: causes C. neoformans cell lysis; hit rate 0.2% among 360,000; adenylate kinase release luminescence, 4 h; normalised: neutral wells 0, clomiphene wells 100; lysis activity, % at 15 µM;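 active = mean lysis activity across replicates of at least 80%, whatever share of replicates individually reach that level; inactive = mean lysis activity below 80%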
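Material – log-phase Cryptococcus neoformans yeast cells · Input – 5 × 10^6 yeast cells/mL · Medium – fresh YPD growth medium · Doses – single compound concentration per well · Timing – static 4 h at 37 °C with compound, 1 h detection · Detection – adenylate kinase release luminescence · Read-out – signal increase indicating cell lysis · Control set – Clomiphene as positive lysis control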
RAD52 anneal inh: RAD52 (human) annealing inhibition. P43351. inhibition, % at 18.7 µM. hit rate 0.46% among 360,000. AID 651710. recombinant RAD52 DNA annealing, FRET fluorescence;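 active = every replicate showing at least 50% inhibition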
E-selectin induc: induces E-selectin expression in human endothelial cells; hit rate 0.37% among 260,000; HUVEC E-selectin immunofluorescence imaging; normalized: neutral wells 0, TNF-alpha wells 100; activation, % at 7.58 µM; P16581;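 active = mean E-selectin-positive cell signal at least 10% of the positive control, reached in at least 60% of replicates, without over 20% cell loss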;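 also: in these data hits start at about 27%; measured in HUVEC primary endothelial cells; signal is the percent of cells scored E-selectin positive by PE staining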
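Test system: HUVEC | Signal: Immunofluorescence imaging | Read-out: Percent E-selectin-positive cells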
miR122 inh: blocks miR-122 activity in Huh7 sensor cells | Huh7 miR-122 Renilla luciferase sensor, 48 h; neutral wells = 0, positive control = 100 | activation (reporter increase), % at 12.5 µM | hit rate 0.3% among 340,000 | AID 602342;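 active = mean replicate activation score at least 90 and every replicate individually at or above 90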;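 also: higher luciferase means less miR-122 activity so hits act as miR-122 inhibitors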
ERAP1 inh: inhibitors of human ERAP1 aminopeptidase | inhibition, % at 10.7 µM | recombinant ERAP1, Leu-AMC fluorescence, 60 min | hit rate 0.15% among 340,000 | AID 652197 | Q9NZ08;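 active = mean replicate inhibition of at least 30%, or all replicates individually reaching that 30% level; inactive = mean below 30% and not every replicate reaching it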;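 also: 0% = neutral control wells and 100% = L-leucinethiol positive control wells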
PglD DTNB: blocks C. jejuni PglD acetyltransferase activity. purified PglD enzyme, DTNB colorimetric CoA detection. AID 602405. hit rate 0.098% among 360,000. inhibition, % at 12.5 µM; in the data active = inhibition above about 16%, passing the limit was not always enough; also: strong numbers were not always called active
PGC1a acetyl inh: PGC1a acetylation modulation, inhibitor mode; hit rate 0.17% among 350,000; U2OS PGC1a acetylation, AlphaScreen anti-acetyl-lysine; with virally co-expressed GCN5 acetyltransferase; inhibition, % at 15.6 µM;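 active = every replicate shows inhibition of at least 40%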;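 also: 0% = neutral control wells and 100% = positive control wells; some results beyond the cut were filed as inactive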
RAD54 inh: blocks human RAD54 Holliday junction branch migration; Q92698; FAM/BHQ fluorescence; inhibition, % at 10.4 µM; hit rate 0.14% among 360,000;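 active = mean normalized replicate activity at least 40 and at least half of replicates scoring 40 or more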;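 also: 0% = median of neutral control wells and 100% = median of positive control wells; inhibitors cause a drop in the FAM fluorescence signal; in these data hits start at about 50%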
Target sequence (Q92698 whole entry, looked up): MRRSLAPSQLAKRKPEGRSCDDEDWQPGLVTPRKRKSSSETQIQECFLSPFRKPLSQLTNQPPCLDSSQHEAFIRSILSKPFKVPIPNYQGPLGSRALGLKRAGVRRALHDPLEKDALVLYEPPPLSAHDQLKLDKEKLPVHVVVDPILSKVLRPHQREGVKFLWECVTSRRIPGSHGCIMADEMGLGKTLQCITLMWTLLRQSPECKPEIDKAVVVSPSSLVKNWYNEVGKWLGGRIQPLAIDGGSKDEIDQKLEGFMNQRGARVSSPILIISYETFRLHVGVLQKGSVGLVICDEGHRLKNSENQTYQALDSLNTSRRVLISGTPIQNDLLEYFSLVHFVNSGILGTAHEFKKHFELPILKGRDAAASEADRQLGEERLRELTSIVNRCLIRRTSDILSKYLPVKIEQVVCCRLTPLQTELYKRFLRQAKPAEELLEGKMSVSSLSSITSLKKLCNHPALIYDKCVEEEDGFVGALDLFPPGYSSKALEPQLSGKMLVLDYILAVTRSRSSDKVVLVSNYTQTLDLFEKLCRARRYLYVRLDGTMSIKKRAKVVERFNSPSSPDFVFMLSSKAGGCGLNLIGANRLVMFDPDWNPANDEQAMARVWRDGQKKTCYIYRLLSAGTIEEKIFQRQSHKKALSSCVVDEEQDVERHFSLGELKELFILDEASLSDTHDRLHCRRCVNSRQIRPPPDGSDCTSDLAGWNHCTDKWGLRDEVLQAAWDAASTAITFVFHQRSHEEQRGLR
* hit, by the source's call; . = not tested or not shown; [ ] = remark or other dose. This is a random part of the collection; any-hit rate near 1.4%.

The line under a structure holds: Cneo AK release	RAD52 anneal inh	E-selectin induc	miR122 inh	ERAP1 inh	PglD DTNB	PGC1a acetyl inh	RAD54 inh
CCOC(=O)c1nc(N/N=C/c2ccccc2)sc1Br
  -5	-17	.	4	-2	-3	4	-7
CCOC(=O)C1=C(c2ccccc2)NC(=O)NC1c1cc(OC)c(O)c([N+](=O)[O-])c1 (configuration not stated)
  1	-7	.	0	-1	5	.	-4
O=C(CN1CCN(c2ccc(O)cc2)CC1)NCC(=O)Nc1ccc(F)c(F)c1F
  -1	-9	.	-2	0	-2	-10	-4
Cc1ccnc(N2C(=O)c3ccccc3C2=O)c1
  1	-6	-0.1	-1	0	3	4	6
C=C(C)C(=O)Nc1ccc2nn(-c3ccccc3O)nc2c1
  -8	-9	0.1	-1	-1	4	10	6
O=C(c1ccoc1)N1CCN(c2cc(-c3ccccc3)nc3cc(-c4ccccc4)nn23)CC1
  7	-82	-0.1	-8	1	3	-1	6
Cc1n[nH]c(=O)c2c(NC(=O)CSc3nnnn3-c3ccccc3)oc(C)c12
  -1	-20	.	4	5	0	.	4
COc1ccccc1NC(=O)Cn1nnc(-c2ccccc2NC(=O)c2cccs2)n1
  -11	.	.	-2	.	2	-2	4
C/C(=N\Nc1ccc(C#N)cc1[N+](=O)[O-])c1ccc(O)cc1
  .	3	-0.3	.	-1	.	8	.
CCOc1ccc(Br)cc1C(=O)N/N=C/c1c[nH]c2ccccc12
  -1	-11	1.2	11	-3	-2	-7	17
OC(COc1ccc2cc(Br)ccc2c1)CN1CCN(c2ccccn2)CC1 (configuration not stated)
  0	.	.	-5	.	8	5	2
Cc1cccc(NC(NC(=O)c2cccnc2)C(Cl)(Cl)Cl)c1 (configuration not stated)
  1	.	.	0	.	4	-1	5
Cc1ccc(-c2nnn(CC(=O)N(CCN3CCOCC3)C(C(=O)NC3CCCC3)c3ccncc3)n2)o1 (configuration not stated)
  0	-21	.	5	-7	1	0	5
Cc1cc(C)nc(-n2nc(C)c3c(C(=O)O)cc(-c4cccc(Br)c4)nc32)n1
  .	-2	4.1	-5	0	.	-5	.
COc1ccc(CN(C(=O)CN2C(=O)COc3ccccc32)C2CCCC2)c(OC)c1
  2	.	.	1	.	11	-1	-13
COc1ccc(Br)cc1CN(C)C(=O)Cc1ccc(S(=O)(=O)N2CCOCC2)s1
  -1	-11	-0.2	17	-2	-4	-3	0
Cc1c(C)[n+](=O)c(-c2ccc(F)cc2)c(C)n1[O-]
  2	.	-0.1	-12	.	0	9	-6
CC(NC(=O)CN1CCN(c2ccc(Cl)cc2)CC1)c1ccccc1 (configuration not stated)
  -2	-9	1.5	-3	8	-6	10	-5
CC(Sc1c[nH]c2ccccc12)C(=O)O (configuration not stated)
  0	.	.	6	.	-2	8	-9
COc1ccc(CN2C[C@@H](C)[C@H](OC)CN(C)C(=O)c3ccc(NC(=O)c4nc5ccccc5s4)cc3OC[C@@H]2C)cc1
  -10	-10	-0.3	.	-2	1	-3	-2
O=C1C2ON(c3ccccc3)C(c3cccnc3)C2C(=O)N1c1ccc(Cl)c(Cl)c1 (configuration not stated)
  2	.	.	-19	.	5	-2	14
CC(C)CC#Cc1ccc2c(c1)O[C@H](CN(C)Cc1ccncc1)[C@H](C)CN([C@@H](C)CO)S2(=O)=O
  -1	12	108*	-13[16.7 µM]	2	-4	7	-5
O=C(C[C@H]1C/C=C\CC[C@H](Cc2ccc(F)cc2)C(=O)OC[C@H]2CCCN2C1=O)N[C@H](CO)Cc1ccccc1
  3	-20	.	.	-1	1	.	-15
CCC1CCC/C1=N\NC(=O)c1ccccc1C (configuration not stated)
  -1	-11	0.1	.	.	5	19	6
COc1cc(OC)c(C2=NOC(C(=O)NCc3cccs3)C2)cc1Cl (configuration not stated)
  .	-15	-0.2	.	-4	.	7	.
CCOc1ccc(C(=O)N(Cc2ccccc2)c2cccc(C)c2)cc1OC
  -1	-5	0.5	6	2	3	-2	-3
Cc1[nH]ncc1Nc1c(C(C)C)cccc1C(C)C
  1	-12	-0.2	-2	0	-5	3	6
CCOC(=O)c1ccc(S(=O)(=O)N2CCN(CCc3ccncc3)CC2)cc1
  0	1	1.0	-7	0	1	3	5
CC(=O)C1=C(O)C(=O)N(Cc2ccccc2)C1c1ccc(Cl)cc1 (configuration not stated)
  -1	-3	0.0	7	0	0	8	-15
CCCCCOC(=O)Nc1ccc(S(=O)(=O)Nn2cnnc2)cc1
  1	-2	.	-6	0	6	-3	-1
CSCCC1NC2(C(=O)Nc3c2ccc(Cl)c3C)[C@@H]2C(=O)N(C3CCCC3)C(=O)[C@H]12 (some centres not stated)
  -1	0	.	6	0	0	.	7
COc1cc(C(=S)N2CCOCC2)cc(OC)c1OC(=O)c1ccc(C)cc1
  4	-3	.	-4	0	-9	-4	5
Cc1c(O)ccc(C(=O)COc2ccccc2F)c1O
  -3	.	.	19	.	0	-8	0
Cc1cccc(NC(=O)c2cc3c(s2)-c2c(C)cccc2OC3)n1
  -2	-29	0.4	-8	12	2	1	2
CN(C)S(=O)(=O)c1cccc(C(=O)OCC(=O)NC2CCCc3ccccc32)c1 (configuration not stated)
  6	-2	.	-6	-1	2	4	4
COc1ccccc1N(CN1C(=O)c2ccccc2C1=O)C(=O)c1cccnc1
  -2	.	.	-3	.	0	13	-7
COCCNC(=O)CN(C(=O)Cn1nnc2ccccc21)c1ccc(F)c(Cl)c1
  3	.	.	-1	.	12	27	7
C[C@@H]1CN([C@H](C)CO)C(=O)c2cc(NC(=O)Nc3cccc4ccccc34)ccc2O[C@@H](C)CCCCO[C@H]1CN(C)C(=O)Nc1ccc(C(F)(F)F)cc1
  0	-21	1.3	-12[16.7 µM]	0	1	.	3
O=C1NC(C2CC3C=CC2C3)Nc2ccccc21 (configuration not stated)
  3	3	-0.1	.	0	0	.	7
CCC12CN(C(=O)c3ccco3)CC(CC)(CN(C(=O)c3ccco3)C1)C2=O
  -1	-13	-0.3	1	-1	-2	-2	0
C=CCn1c(=O)c(C(=O)Nc2ccccc2S(N)(=O)=O)c(O)c2ccccc21
  19	-3	-1.1	-3	4	0	0	-4
O=C(CCNS(=O)(=O)c1cccs1)N1CCN(c2cccc(C(F)(F)F)c2)CC1
  6	1	1.4	-10	-5	-3	7	-6
CCOC(=O)c1c2c3c(c(Cl)ccc3[nH]c1=O)C(=O)c1ccccc1-2
  .	-80	.	-2	2	.	5	.
Cc1cccc(NC(=O)CSc2nc(=O)n(CCN3CCOCC3)c3c2CCCC3)c1C
  4	5	.	.	2	3	.	-2
CC(C)C#Cc1ccc([C@H]2[C@H]3CN(C(=O)NC(C)C)CCCCN3[C@H]2CO)cc1
  1	.	-0.5	-27[16.7 µM]	.	2	-2	6
CCOc1cccc(C(=O)Nc2ccc3oc(Cc4ccc(Cl)cc4)nc3c2)c1
  -3	-5	.	.	2	0	.	-11
COC(C(=O)Nc1ccc(NC(=O)C(OC)c2ccccc2)cc1)c1ccccc1 (configuration not stated)
  1	1	-0.1	6	-1	3	-16	1
O=C(c1ccncc1)N1CC(=O)N2[C@H](CO)[C@H](c3ccc(/C=C/c4ccccc4)cc3)[C@@H]2C1
  .	-20	0.0	.	1	.	-7	.
COCCN1C(=O)C(=O)/C(=C(/O)c2ccc(S(=O)(=O)N3CCOCC3)cc2)C1c1ccc(O)cc1 (configuration not stated)
  2	-9	-0.1	-6	-5	0	-3	-13
CCCCCCSc1cccc(-c2nc3ccc(C)cn3c2NCc2ccccc2)c1
  3	-4	0.0	-3	-2	-4	-18	-10

Following part
The line under a structure holds: Cneo AK release	RAD52 anneal inh	E-selectin induc	miR122 inh	ERAP1 inh	PglD DTNB	PGC1a acetyl inh	RAD54 inh
O=C(COc1ccc(Cl)cc1[N+](=O)[O-])N1CCCCCC1
  0	-14	1.6	8	1	-2	-18	-5
CN(C)C(=O)c1cccc(-c2ccccc2[C@@H]2[C@@H](C#N)N(C(=O)C3CC3)[C@H]2CO)c1
  .	-35	0.1	.	0	.	2	.
COC(=O)Cc1c(C)c2ccc(OC(C)C)cc2oc1=O
  -2	3	.	4	-3	5	-3	3
CNC[C@@H]1Oc2ccc(NC(=O)C3CCCCC3)cc2C(=O)N([C@H](C)CO)C[C@@H]1C
  2	-4	-0.1	-4[16.7 µM]	-3	-3	-2	7
COc1ccccc1NC(=O)CCC(=O)c1ccc(-c2ccccc2)cc1
  .	-15	0.4	.	-2	.	-3	.
Cc1cc(OCCCC(=O)Nc2cccc(-n3cnnn3)c2)ccc1Cl
  1	-10	.	43	-1	-1	.	5
COc1ccc(NC(=O)N(C)C[C@@H]2Oc3ncc(-c4ccc(C#N)cc4)cc3C(=O)N([C@@H](C)CO)C[C@H]2C)cc1
  -2	2	0.0	1[16.7 µM]	0	3	6	4
CNC(=O)Cn1c(C)cc(=O)c2cccc(C)c21
  -1	-2	3.2	-1	-2	-9	0	5
Cc1ccc(C(=O)O)cc1S(=O)(=O)N1CCOCC1
  0	.	.	-8	.	-4	2	1
Cc1noc(C)c1S(=O)(=O)Nc1ccc2c(c1)C(=O)N([C@@H](C)CO)C[C@H](C)[C@H](CN(C)S(=O)(=O)c1cn(C)cn1)OCCCC[C@@H](C)O2
  0	-16	.	-4[16.7 µM]	0	-1	11	-7

Four compounds drawn at random from the list so far:
The line under a structure holds: Cneo AK release	RAD52 anneal inh	E-selectin induc	miR122 inh	ERAP1 inh	PglD DTNB	PGC1a acetyl inh	RAD54 inh
O=C(COc1ccc(Cl)cc1[N+](=O)[O-])N1CCCCCC1
  0	-14	1.6	8	1	-2	-18	-5
CNC(=O)Cn1c(C)cc(=O)c2cccc(C)c21
  -1	-2	3.2	-1	-2	-9	0	5
Cc1noc(C)c1S(=O)(=O)Nc1ccc2c(c1)C(=O)N([C@@H](C)CO)C[C@H](C)[C@H](CN(C)S(=O)(=O)c1cn(C)cn1)OCCCC[C@@H](C)O2
  0	-16	.	-4[16.7 µM]	0	-1	11	-7
COc1ccccc1NC(=O)CCC(=O)c1ccc(-c2ccccc2)cc1
  .	-15	0.4	.	-2	.	-3	.

(list continues)
The line under a structure holds: Cneo AK release	RAD52 anneal inh	E-selectin induc	miR122 inh	ERAP1 inh	PglD DTNB	PGC1a acetyl inh	RAD54 inh
COC(=O)CN(C#N)c1nc(NCc2ccccc2)nc(OC)n1
  -1	1	-0.1	-2	-4	-5	.	-2
C[C@H]1CN([C@@H](C)CO)C(=O)Cc2cc(NS(=O)(=O)c3cn(C)cn3)ccc2O[C@@H]1CN(C)S(=O)(=O)c1ccccc1
  0	-1	0.3	-3[16.7 µM]	0	3	2	1
COc1ccc(-c2csc(NC(C)c3nc4cc(Cl)c(Cl)cc4n3CCCO)n2)cc1 (configuration not stated)
  3	-40	0.5	-2	.	3	2	-1
O=C(Nc1ccc2c(c1)[C@H]1C[C@H](CC(=O)N3CCCCC3)O[C@@H](CO)[C@H]1O2)C1CCC1
  -1	8	-0.3	-4[16.7 µM]	3	-1	0	-1
O=C(CSc1nncn1-c1ccccc1)Nc1ccc(N2CCOCC2)cc1
  0	.	.	0	.	6	2	-9
COc1ccc(-c2ccc(C3[C@H]4CNC[C@@H]3N4S(=O)(=O)c3cn(C)cn3)cc2)cc1 (some centres not stated)
  .	16	0.1	.	2	.	2	.
Cc1ccc(COCCN2CCN(S(=O)(=O)c3ccc(C)cc3)CCC2=O)cc1
  -1	-15	-0.3	-3	0	-5	-18	3
CN(C)CCCNC(=O)C1(O)c2cc(Br)ccc2NC(=O)N1c1c(F)cccc1F (configuration not stated)
  1	-12	.	3	0	1	.	9
COc1ccc(/C=C(\NC(=O)c2ccccc2)C(=O)NCc2cccnc2)cc1
  -2	-10	0.7	.	4	-1	.	-1
